# Screening results (PubChem)
# H9c2 TAG inh = inhibitors of triacylglycerol accumulation, primary screen, cell-based, uHTS, fluorescence, H9c2; H9c2 cells, Nile Red lipid (TAG) fluorescence; cells loaded with 200 µM oleic acid; inhibition, % at 12.5 µM; hit rate 0.66% among 230,000; AID 651582, 2012;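 active = pattern-corrected inhibition of lipid staining of at least 50% with the nuclear-stain viability signal not falling by more than 50%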;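 note: 0% = DMSO wells and 100% = triacsin C control wells; some results filed as inactive read as strong as hits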
# H9c2 TAG inh DAPI viability = also measured in H9c2 TAG inh; calls as there; DAPI nuclei signal change (viability), lower = more cytotoxic, %;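 whole-well DAPI fluorescence read on a plate reader as a viability signal; minus 50 percent equals half of cells still viable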
# Numbers without * were called inactive.
cpd	smiles	H9c2 TAG inh	H9c2 TAG inh DAPI viability
1	Cc1ccsc1C(=O)OCC(=O)Nc1cccc(S(=O)(=O)N2CCCCC2)c1	-11	6
2	O=C(Nc1ccc(-c2n[nH]c(=S)o2)cc1)c1ccccc1Br	-4	2
3	O=C(Cc1cccs1)N/N=C/c1ccccn1	4	-5
4	COc1cccc(C(=O)Nc2ccc3c(c2)C(=O)NC3=O)c1	3	-6
5	O=C(NC1CCCC1)c1cccc(NC(=O)c2ccco2)c1	9	2
6	CCc1cc2c(=O)n(CCC(C)C)c(=S)[nH]c2s1	6	1
7	COc1ccc(CCNC(=O)CSc2nnc3ccc(-c4ccccn4)nn23)cc1	-9	4
8	CC(C)c1[nH]nc2c1C(C(C)C)C(C#N)=C(N)O2 (stereo unspecified)	10	0

# Going on with the list:
cpd	smiles	H9c2 TAG inh	H9c2 TAG inh DAPI viability
9	Cc1noc(C)c1S(=O)(=O)NCc1cccc(Cl)c1	-36	8
10	CCOCCn1c(CN2CCCC(C)C2)nc2c1c(=O)n(C)c(=O)n2C (stereo unspecified)	7	9
11	Cc1ccc(N(CC(=O)NCC2CCCO2)C(=O)Cn2nnc(-c3cccs3)n2)cc1 (stereo unspecified)	-2	-16
12	O=C1CSC(=S)N1Nc1ccccc1	-10	13
13	COc1cc(C(C)=O)ccc1OCC(=O)Nc1ccccc1N1CCCC1	-5	-1
14	O=C(c1n[nH]c(=O)c2ccccc12)N1CCN(c2ccccc2Cl)CC1	9	-1
15	O=C(NCC1CCCO1)C1CCN(CC2CCCCC2)CC1 (stereo unspecified)	-10	-7
16	CN(CC(=O)Nc1ccccc1N1CCOCC1)S(=O)(=O)c1ccc(F)cc1	-111	-6

# New compounds follow
cpd	smiles	H9c2 TAG inh	H9c2 TAG inh DAPI viability
17	COc1ccc(/C=N/n2nnnc2N)cc1OC	10	3
18	CNC(C)C(=O)NC(C(=O)N1CCCC1C(=O)Nc1ccc2ncccc2c1)C(C)C (stereo unspecified)	7	-9
19	O=[N+]([O-])c1ccc(COc2ccccc2CN2CCOCC2)cc1	-8	-1
20	O=C(c1ccc2ncsc2c1)N1CCCCC1	24	0
21	COc1ccc(NC(=O)CC2C(=O)NCCN2C(=O)c2ccc(Cl)cc2)cc1 (stereo unspecified)	1	-2
22	c1ccc(Cn2cc(CSc3ccccc3)nn2)cc1	-8	6
23	CCn1cnnc1SCC(=O)Nc1ccccc1C(=O)NC1CC1	2	0
24	OC(c1ccc(F)c(F)c1)c1nc(-c2ccoc2)cs1 (stereo unspecified)	9	4

# New compounds follow
cpd	smiles	H9c2 TAG inh	H9c2 TAG inh DAPI viability
25	CC1CCCC(NC(=O)Cc2ccc(Br)cc2)C1C (stereo unspecified)	0	21
26	CSC1=C(C#N)C(c2ccc(C(C)C)cc2)CC(=O)N1 (stereo unspecified)	1	-8
27	O=C(O)CCc1nn2c3ccccc3n(CCO)c2nc1=O	-2	2
28	COc1ccc(CCNC(=O)CSc2ccc(Br)cc2)cc1OC	13	-8
29	CN(C)c1ccc(CNc2nc3ccccc3n2C)cc1	-18	11
30	O=C(CC1Sc2ccccc2NC1=O)NNc1ccc(F)cc1 (stereo unspecified)	-19	1
31	CCc1nc2c(OCc3ccc(Cl)cc3)cccn2c1N(C)C(=O)c1cccs1	8	-2
32	CCc1ccc(C(=O)COC(=O)CNC(=O)c2cccs2)cc1	-30	0

# (further entries)
cpd	smiles	H9c2 TAG inh	H9c2 TAG inh DAPI viability
33	O=C(Nc1cnc2ccccc2c1)c1cccnc1	4	6
34	CCC1(CC)C(=O)NC(=O)NC1=S	-19	7
35	O=C(COC(=O)c1nc(Cl)c(Cl)c(Cl)c1Cl)c1ccc[nH]1	3	1
36	Cc1ccc(C)c(N2CCN(C(=O)c3ccc(Cn4c(=O)[nH]c5ccccc5c4=O)cc3)CC2)c1	6	-9
37	N#Cc1ccc(/C=C/C(=O)c2ccc3c(c2)OCO3)cc1	-9	-5
38	CCCCOC(=O)c1ccc(NC(=O)C(=O)NCCN(C)C)cc1	11	-2
39	Cc1ccc(C2CC(=O)C(C=NCCN3CCN(CC(=O)Nc4cc(C)cc(C)c4)CC3)=C(O)C2)cc1 (stereo unspecified)	-8	16
40	Cc1ccc(S(=O)(=O)N/N=C2/CC(c3ccccc3)Oc3ccccc32)cc1 (stereo unspecified)	2	8

# (listing goes on)
cpd	smiles	H9c2 TAG inh	H9c2 TAG inh DAPI viability
41	COc1ccccc1-c1nn(-c2ccccc2)cc1C(=O)NCC(c1ccco1)N1CCCC1 (stereo unspecified)	4	2
42	CC(C(=O)N/N=C/c1ccc(N(C)C)c(Br)c1)N(c1ccccc1)S(C)(=O)=O (stereo unspecified)	-9	1
43	O=C(CCCN1C(=O)c2ccccc2C1=O)Nc1nc2ccccc2[nH]1	13	-12
44	O=[N+]([O-])c1ccc(/C=N/N=C/c2ccc([N+](=O)[O-])o2)o1	107	-87
45	Cc1ccc(N2CC(C(=O)NNC(=O)c3ccc(F)cc3)CC2=O)cc1 (stereo unspecified)	-1	2
46	Cc1cc2nc3n(c2cc1C)CC1CC(C(=O)NCc2cccc(C(F)(F)F)c2)N(C)C31 (stereo unspecified)	-16	5
47	O=C(/C=C/c1ccc(S(=O)(=O)N2CCOCC2)cc1)Nc1cc(F)ccc1F	2	4
48	COc1ccc(-c2nnnn2C(C)C)cc1S(=O)(=O)Nc1ccccc1	-9	-3

# (continued)
cpd	smiles	H9c2 TAG inh	H9c2 TAG inh DAPI viability
49	O=Nc1c(-c2ccccc2)n(O)[n+]([O-])c1-c1ccccc1	2	-1
50	CN(C)c1ccc(CNC23CN4CN(CN(C4)C2)C3)cc1	-20	5
51	N=C(N)SCc1nc2ccccc2c(=O)n1-c1ccccc1Cl	16	4
52	O=C(NCCCO)C(=O)NCc1ccccn1	-2	0
53	COC(=O)c1ccccc1NC(=S)NC(=O)COc1ccccc1	24	-10
54	CCC(C)(C)NC(=O)CN(Cc1cccs1)C(=O)CNS(=O)(=O)c1ccc(F)cc1	-10	7
55	O=C(O)CC1CCS(=O)(=O)C1 (stereo unspecified)	2	-3
56	COc1ccc(C(=O)Nc2cccc(-c3csc(C)n3)c2)cc1S(=O)(=O)N1CCCC1	20	3

# Later entries.
cpd	smiles	H9c2 TAG inh	H9c2 TAG inh DAPI viability
57	CCCNCc1cc(OC)c(OCCC)cc1Cl	15	-5
58	Cc1ccc(-c2nc3ccccc3c(=O)n2CCN2CCOCC2)cc1	5	6
59	COc1ccc(/C=C/C(=O)O)cc1S(=O)(=O)Nc1ccc2c(c1)OCO2	7	-9
60	Cc1cc(NC(=O)c2c(Cl)cccc2Cl)no1	8	1
61	COc1cccc(CNc2ccc([N+](=O)[O-])cc2Cl)c1O	0	-5
62	Cc1ccc(C(=O)NC2CCN(CC(=O)NCc3cccs3)CC2)cc1	17	-10
63	CN1CCN(c2ccccc2/C=N/NC(=O)c2cccnc2)CC1	-7	11
64	COc1ccc(NC(=S)Nc2ccc(S(N)(=O)=O)cc2)c(OC)c1	2	3

# Additional structures
cpd	smiles	H9c2 TAG inh	H9c2 TAG inh DAPI viability
65	CCOP(=O)(OCC)c1nc(-c2cccc([N+](=O)[O-])c2)oc1N1CCCCC1	-12	-4
66	CCCNC(=O)c1nc2ncc(Br)cn2n1	2	0
67	O=C(OCc1ccccc1Cl)c1cc([N+](=O)[O-])ccc1N1CCOCC1	-2	1
68	CN1CCCCc2c1nc1ccccc1c2N (tested in a mixture with another compound)	-17	3
69	NC(=O)c1ncc(C(F)(F)F)cc1Oc1ccc(C(F)(F)F)cc1	-4	-1
70	Cc1nn(C)cc1/C=N/NC(=O)c1ccc2c(c1)OCO2	0	-4
71	COc1ccc(/C(C)=N/N2CCOCC2)c(O)c1	5	-9
72	O=C(C1CCN(S(=O)(=O)c2ccc(Cl)cc2)CC1)N1CCOCC1	-5	6

# (further entries)
cpd	smiles	H9c2 TAG inh	H9c2 TAG inh DAPI viability
73	O=C(O)CCN1Cc2ccccc2C1=O	0	0
74	Cc1ccc(NC(=O)CN(C)C(=O)c2ccc(Sc3nncn3C)c([N+](=O)[O-])c2)cc1	-9	0
75	Cn1c(=O)c2c(nc(N3CCNCC3)n2Cc2cccc3ccccc23)n(C)c1=O	13	-7
76	O=C(O)c1ccccc1OCCOc1ccccc1C(=O)O	3	-6
77	O=C(COC(=O)c1ccco1)Nc1ccc([N+](=O)[O-])cc1Cl	9	5
78	O=C(CN1CCN(C(c2ccccc2)c2ccccc2)CC1)NC(=O)NCc1ccco1	-8	6
79	O=c1oc2ccccc2c2c1C(c1ccc(Cl)cc1)Nc1ccc3ccccc3c1-2 (stereo unspecified)	26	54
80	O=C(OCC(=O)N1CCc2ccccc2C1)c1cccnc1Cl	-15	4

# The listing continues.
cpd	smiles	H9c2 TAG inh	H9c2 TAG inh DAPI viability
81	CC(C)CN(C(=O)COC(=O)c1ccccc1Sc1ccccc1C#N)C1CCS(=O)(=O)C1 (stereo unspecified)	4	-8
82	COc1ccc(CN2CCNC(=O)C2CC(=O)O)c(OC)c1 (stereo unspecified)	4	6
83	CC(=O)CSc1nc(N(C)C)nc(N(C)C)n1	6	-5
84	O=C(Nc1c2c(nn1-c1ccccc1)CS(=O)(=O)C2)c1ccc(Br)o1	-8	9
85	CC(=O)Nc1cccc(Cl)c1C(=O)O	-2	3
86	O=C(Nc1ccc(N2CCOCC2)cc1)C1(c2ccc(Cl)cc2)CCC1	-12	-5
87	C[C@H](NC(=O)c1ncn2c1C(=O)NC[C@H]2C)C(=O)OC(C)(C)C	15	4
88	CCN(C[C@H]1N[C@@](C)(C(=O)OC)[C@H]2C(=O)N(Cc3ccccc3)C(=O)[C@@H]12)C(=O)Nc1ccc(Cl)cc1	1	2

# (list continues)
cpd	smiles	H9c2 TAG inh	H9c2 TAG inh DAPI viability
89	O=C(CN1CCN(c2ccccn2)CC1)NCCc1ccccc1	20	5
90	CON(C)C(=O)CC(CNC(=O)OC(C)(C)C)c1ccc(Cl)cc1 (stereo unspecified)	12	-3
91	Cc1ccc(C(C)C)c(OCCN2C(=O)NC(C)(C)C2=O)c1	44	-9
92	Cc1cc2oc3c(c(=O)c2cc1C)C(c1ccc(F)cc1)N(CCCN1CCOCC1)C3=O (stereo unspecified)	-11	2
93	CCCOC(=O)C1=C(C)NC2=C(C(=O)CC(C)(C)C2)C1c1ccc(N(C)C)cc1 (stereo unspecified)	11	-3
94	Cc1cccc(N2CCN(C(=O)C3CCN(S(=O)(=O)c4cccc5nsnc45)CC3)CC2C)c1 (stereo unspecified)	-9	-3
95	COc1ccc(CCNC(=O)C(Sc2ccccn2)c2ccccc2)cc1OC (stereo unspecified)	-16	6
96	O=C(CCc1cnccn1)NC1CCCc2c1cnn2-c1ccc(F)cc1F (stereo unspecified)	-7	-5

# More compounds.
cpd	smiles	H9c2 TAG inh	H9c2 TAG inh DAPI viability
97	Cc1ccc(NC(=O)CCN2C(=O)NC3(CCCC3)C2=O)cc1S(=O)(=O)N1CCOCC1	8	-3
98	COc1ccc(-c2nsc3c(N4CCCCC4C)ncnc23)cc1 (stereo unspecified)	-19	11
99	CN(c1ccccc1)S(=O)(=O)c1ccc(C(=O)N2CCN(c3ccccc3Cl)CC2)cc1	-8	-4
100	COc1ccc(CCNC(=O)c2ccccc2OCc2ccccc2)cc1	-36	-1
101	Nc1nc(-c2ccco2)nn1S(=O)(=O)c1ccccc1	6	1
102	N#C/C(=C\c1cccc([N+](=O)[O-])c1)C(=O)Nc1cccnc1	8	-10
103	Cc1cccc(OCc2nc(C#N)c(N3CCCC3)o2)c1	-4	-3
104	COc1ccc2[nH]c(=O)c(CN(c3ccccc3)S(=O)(=O)c3ccccc3)cc2c1	-6	-1

# Continued:
cpd	smiles	H9c2 TAG inh	H9c2 TAG inh DAPI viability
105	CC1CCCC(NC(=O)COC(=O)/C=C/c2ccco2)C1C (stereo unspecified)	12	5
106	O=C(NCCN1CCOCC1)C(=O)NCC1OCCN1C(=O)c1ccc(Cl)cc1 (stereo unspecified)	9	-10
107	CC(=O)CCc1oc2ccc(C)cc2c1-c1ccccc1	0	1
108	COc1cc(C(=O)NCc2ccc(-c3nc4ccccc4o3)cc2)cc(OC)c1OC	9	1
109	O=c1[nH]c(=O)n([C@H]2C[C@H](O)[C@@H](CO)O2)cc1F	-18	-26
110	NC(=O)c1ccc(SCC(=O)OCC(=O)NC2CCCCCCC2)c([N+](=O)[O-])c1	8	-4
111	CC(=O)c1cccc(NC(=O)N2CCCC2C(=O)NCc2ccc(F)cc2)c1 (stereo unspecified)	15	-6
112	COc1ccccc1C1/C(=C(/O)c2cnn(-c3ccccc3)c2C)C(=O)C(=O)N1CCN(C)C (stereo unspecified)	0	-6

# Next section
cpd	smiles	H9c2 TAG inh	H9c2 TAG inh DAPI viability
113	Cc1ccc(NC(=O)/C(=C/c2cccc(Br)c2)NC(=O)c2ccco2)cc1	-10	4
114	COC(=O)CCC(=O)OC1(C)C(=O)C=C2C=C(C3CC3)N(C3CCCC3)C=C2C1=O (stereo unspecified)	20	4
115	COc1ccc(C(=O)/C=C/Nc2ccc([N+](=O)[O-])cc2C)cc1OC	-10	11
116	Oc1ccc(C[C@@H]2CNC(=S)N2CCCCC2CCCCC2)cc1	4	3
117	CCOC(=O)C1CCCN(C(=O)c2ccc(C)cc2O)C1 (stereo unspecified)	1	-11
118	COc1ccc(S(=O)(=O)N2CCOCC2)cc1NC(=O)COC(=O)CCOc1ccc(C)cc1	0	3
119	Cc1ccc2c(c1)N(CC(=O)NC1CCCC1)C(=O)c1cccnc1O2	-3	-6
120	O=C1CCCN2N=C(SCC(=O)Nc3nccs3)SC2=N1	10	-13

# Carrying on.
cpd	smiles	H9c2 TAG inh	H9c2 TAG inh DAPI viability
121	CC(=O)c1sc2nsc(SCCN3CCOCC3)c2c1N	-4	2
122	S=C(NCc1cccc(Cl)c1)NCc1ccco1	10	-13
123	Cc1cnn(CCC(=O)NNC(=S)Nc2ccc(F)cc2)c1	-8	7
124	COc1cc(C(=O)Nc2cc(OC)c(OC)c(OC)c2)ccc1OCc1c(C)noc1C	17	-6

# Some of the compounds tested, so the mix of outcomes need not match the whole.
